Vif-A3G inh: blocks the Vif interaction with human APOBEC3G | Q9HC16 | HeLa A3G-eYFP + Vif (tagged APOBEC3G with the HIV-1 protein that degrades it), YFP fluorescence, overnight | Potency, µM (top dose mostly 46.1 µM), without a hit: at the top dose activity, negative = active, actives largely listed as inhibitors | hit rate 0.076% among 410,000;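 further: potency means the concentration at half of the fitted maximal effect; on the % scale 0 is the no-effect control and ±100 the full control effect; nearly all actives have a fitted effect of over 60% in size; hits raise eYFP signal because A3G escapes Vif-driven loss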
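HeLa cells stably expressing Vif and C-terminally eYFP-tagged A3G, seeded overnight at 37 deg C, then exposed to compound by pintool overnight at 37 deg C. Rise in yellow fluorescence (Ex 488/Em 500-530, Acumen) marks blocked Vif-driven A3G degradation.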
Glioma ERSR ind: ER stress response induction in glioma; U87-MG GRP78 promoter luciferase reporter, 16 h; Potency, µM, for inactives: at the highest dose activation, usual class: activators; hit rate 0.02% among 420,000; AID 602332; further: potency means the concentration at half of the fitted maximal effect; series mostly up to about 76 µM; % of control where 0% means no effect; nearly all actives have a fitted effect of over 35% in size
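ERSR induction read as luciferase luminescence (Bright-Glo, 10 min at room temperature) in stably transfected human U87-MG glioma cells exposed to compounds for 16 h, using GRP78 as sensor.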
IDH1 R132H inh: blocks human mutant IDH1 R132H enzyme; O75874; IDH1-R132H enzyme, NADPH consumption, diaphorase/resazurin fluorescence; Potency, µM (doses to about 76.6 µM), for inactives: at the highest dose activity change, negative = inhibition, hits mostly inhibitors; hit rate 0.093% among 390,000; further: potency means the concentration at half of the fitted maximal effect; on the % scale 0 is the no-effect control and ±100 the full control effect; nearly all actives have a fitted effect of over 65% in size
Target sequence (O75874 whole entry R132H, stated change not applied): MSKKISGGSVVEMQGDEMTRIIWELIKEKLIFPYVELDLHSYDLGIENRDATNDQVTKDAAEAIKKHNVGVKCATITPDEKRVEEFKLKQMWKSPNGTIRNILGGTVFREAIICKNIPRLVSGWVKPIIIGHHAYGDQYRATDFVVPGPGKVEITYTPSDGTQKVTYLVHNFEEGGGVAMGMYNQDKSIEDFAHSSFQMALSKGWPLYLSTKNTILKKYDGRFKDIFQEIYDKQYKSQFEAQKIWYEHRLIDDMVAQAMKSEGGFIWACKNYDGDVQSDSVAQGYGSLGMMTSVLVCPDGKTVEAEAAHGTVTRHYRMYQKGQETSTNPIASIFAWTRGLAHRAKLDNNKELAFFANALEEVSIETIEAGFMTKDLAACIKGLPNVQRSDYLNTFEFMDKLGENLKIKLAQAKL
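IDH1-R132H (0.5 ug/mL) preincubated 30 min with compound, then NADPH (0.016 mM) and alpha-KG (2 mM) added; 80 min at RT, pH 7.5. Remaining NADPH coupled via diaphorase/resazurin to fluorescence (540/590 nm); concentration-response curves normalized to no-enzyme control.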
PI4K2A block: inhibitors of human PI4K2A | Q9BTU6 | purified PI4K2A, ADP-Glo luminescence, 1 h; active compounds read low | activity change, negative = inhibition, % at 76.9 µM | hit rate 0.13% among 420,000; in the data active means activity change below about -50%; inconclusive means mostly about -30% to -49%;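 further: -100% = wells without enzyme as full effect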
Target sequence (Q9BTU6 whole entry, looked up): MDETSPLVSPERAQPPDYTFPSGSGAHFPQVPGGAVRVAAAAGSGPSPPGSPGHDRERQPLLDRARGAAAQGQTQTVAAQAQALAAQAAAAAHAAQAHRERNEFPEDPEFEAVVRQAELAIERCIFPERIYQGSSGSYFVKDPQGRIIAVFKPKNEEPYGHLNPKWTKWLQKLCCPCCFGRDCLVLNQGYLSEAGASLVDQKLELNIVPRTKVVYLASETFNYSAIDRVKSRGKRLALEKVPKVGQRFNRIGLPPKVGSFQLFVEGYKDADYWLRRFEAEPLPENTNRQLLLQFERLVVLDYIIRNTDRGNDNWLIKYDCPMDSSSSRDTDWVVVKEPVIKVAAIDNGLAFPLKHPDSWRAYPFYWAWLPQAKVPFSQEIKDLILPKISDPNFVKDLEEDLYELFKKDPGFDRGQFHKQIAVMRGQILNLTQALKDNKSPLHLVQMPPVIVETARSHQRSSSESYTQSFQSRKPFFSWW
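In this quantitative HTS, ADP production by PI4K2A was quantified luminescently after 1 h at ambient temperature; 100 microM adenosine served as plate-quality control.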
LDHA block: inhibitors of human lactate dehydrogenase A; P00338; purified LDHA, NADH/diaphorase-resazurin fluorescence; active compounds read low; activity change, % (values are at about 110 or 230 µM); hit rate 0.15% among 480,000; in the data active means activity change below about -30%; inconclusive means mostly about -25% to -30%;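 further: plate controls were DMSO wells for no effect and wells without enzyme for full effect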
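Resorufin fluorescence (ex540/em590), read at 0 and 20 min after diaphorase/resazurin addition, reports the NADH left after a 5 min room-temperature reaction of 2 nM human LDH5 with 0.06 mM NADH and 0.2 mM pyruvate.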
RXFP1 ag: agonists of human relaxin receptor RXFP1 | Q9HBX9 | HEK293T-RXFP1 cAMP TR-FRET, 30 min; response scale: percent of porcine relaxin response, buffer zero | Potency, µM (highest dose often 57.5 µM), for the others: top-dose activation, actives largely listed as activators | hit rate 0.3% among 370,000; further: potency means the concentration at half of the fitted maximal effect; on the % scale 0 is the no-effect control and ±100 the full control effect; nearly all actives have a fitted effect of over 60% in size; many of its hits are not listed in these tables
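HEK293T cells stably expressing RXFP1 were pretreated with the PDE4 inhibitor Ro 20174, exposed to compounds for 30 min at 37C, lysed, and cAMP was read by TR-FRET. Data normalized to buffer (basal) and 29 nM porcine relaxin (100%).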
USP1 inh: USP1/UAF1 (human) deubiquitinase inhibition; O94782; Potency, µM (top dose mostly 57.1 µM), inactives show at the highest dose activity change, negative = inhibition, usual class: inhibitors; recombinant USP1/UAF1, Ub-Rhodamine cleavage fluorescence; hit rate 0.23% among 390,000; AID 743255; further: potency means the concentration at half of the fitted maximal effect; on the % scale 0 is the no-effect control and ±100 the full control effect; nearly all actives have a fitted effect of over 60% in size; inactives centre near -12
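Step one: compound is pinned into 1nM USP1/UAF1 in HEPES pH 7.8 buffer with TCEP. Step two: 15 min room-temperature incubation. Step three: Ub-Rho (150nM final) starts cleavage, tracked by fluorescence over six one-minute reads.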
Vif-A3F inh: inhibitors of Vif-A3F interaction | HeLa A3F-eYFP + Vif (tagged APOBEC3F with the HIV-1 protein that degrades it), YFP fluorescence increase | Potency, µM (titrated, usually from 46.1 µM), without a hit: at the top dose activity, negative = active | hit rate 0.2% among 390,000 | AID 602313; further: potency means the concentration at half of the fitted maximal effect; % of control where 0% means no effect; nearly all actives have a fitted effect of over 65% in size
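HeLa cells stably expressing Vif plus C-terminally eYFP-tagged A3F were seeded, incubated overnight at 37 deg C, dosed with compound, incubated overnight again at 37 deg C. Yellow fluorescence (Ex 488/Em 500-530) reported blocked Vif-mediated A3F-eYFP degradation.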
TrxR1 substrate: rat thioredoxin reductase 1 substrate activity; Potency, µM (titrated, usually from 114 µM), without a hit: top-dose activity change, negative = substrate turnover; hit rate 0.01% among 390,000; O89049; purified TrxR1 substrate turnover, NADPH consumption readout; AID 588456; further: potency means the concentration at half of the fitted maximal effect; on the % scale 0 is the no-effect control and ±100 the full control effect; nearly all actives have a fitted effect of over 50% in size
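Rat TrxR1, dispensed at 90 nM, was prereduced with 400 uM NADPH (final) for 5 min at ~22 deg C, then incubated with compound 15 min before 400 uM selenite. A first-read NADPH fluorescence drop versus no-compound background flagged substrates.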
An asterisk follows results filed as active; ? = inconclusive; . = no result given; [ ] = dose if it differs, or a comment. Unless noted, the call rests on the fitted dose curve; in most records, active means well fitted curve in the direction sought with a large enough effect; inconclusive means small, poorly fitted or top-dose-only effect, or another doubt; inactive means no such curve, though single readings can be large; an effect the other way counts as inactive or inconclusive. An excerpt. The share of hits here may be higher or lower than overall.

The opening five compounds as a preview:
SMILES | Vif-A3G inh | Glioma ERSR ind | IDH1 R132H inh | PI4K2A block | LDHA block | RXFP1 ag | USP1 inh | Vif-A3F inh | TrxR1 substrate
S=C(c1ccc2c(c1)OCO2)N1CCCC1 | 1% | 0% | 0% | 1 | -8 | 2.3% | -2% | 6% | 2%
CC(=O)c1cnc2n(c1=O)CCS2 | 2% | -4% | 2% | -6 | -1 | 1.0% | -6% | 15% | 11%
O=C(N/N=C/c1ccc(Br)o1)c1cncc(Br)c1 | 2% | -4% | 13% | -1 | -13 | 2.2% | -12% | 3% | -8%
O=C(Nc1ccc(S(=O)(=O)N2CCOCC2)cc1)c1ccc2c(c1)OCO2 | 1% | -7% | -1% | -4 | -11 | 6.1% | -4% | 4% | -6%
CC(CC(=O)Nc1ccc(-c2ccno2)cc1)n1cccn1 (configuration not stated) | 1% | -2% | -17% | -2 | -10 | -6.0% | -3% | -4% | -3%

This part in full (from the top)
SMILES | Vif-A3G inh | Glioma ERSR ind | IDH1 R132H inh | PI4K2A block | LDHA block | RXFP1 ag | USP1 inh | Vif-A3F inh | TrxR1 substrate
S=C(c1ccc2c(c1)OCO2)N1CCCC1 | 1% | 0% | 0% | 1 | -8 | 2.3% | -2% | 6% | 2%
CC(=O)c1cnc2n(c1=O)CCS2 | 2% | -4% | 2% | -6 | -1 | 1.0% | -6% | 15% | 11%
O=C(N/N=C/c1ccc(Br)o1)c1cncc(Br)c1 | 2% | -4% | 13% | -1 | -13 | 2.2% | -12% | 3% | -8%
O=C(Nc1ccc(S(=O)(=O)N2CCOCC2)cc1)c1ccc2c(c1)OCO2 | 1% | -7% | -1% | -4 | -11 | 6.1% | -4% | 4% | -6%
CC(CC(=O)Nc1ccc(-c2ccno2)cc1)n1cccn1 (configuration not stated) | 1% | -2% | -17% | -2 | -10 | -6.0% | -3% | -4% | -3%
COc1cccc(NC(=S)NCc2ccncc2)c1 | -6% | 0% | 7% | 6 | -10 | -0.4% | 4% | 0% | -11%
COc1ccc(OCC(=O)N/N=C/c2cccc3cccnc23)cc1 | 3% | -4% | 1% | 8 | -1 | . | -28% | -6% | 0%
OCc1nn2c(c1Br)NC(c1ccccc1)CC2C(F)(F)F (configuration not stated) | 0% | -2% | 3% | -29 | -1 | 0.0% | -13% | -19% | -6%[57.1 µM]
Cc1ccc(C)c(N(C(=O)c2csnn2)C(C(=O)NC2CCCC2)c2cccnc2)c1 (configuration not stated) | -1% | 1% | 1% | -19 | 1 | -1.3% | -16% | 3% | 0%[57.1 µM]
Cc1cc(C)n(CC(O)COc2ccccc2[N+](=O)[O-])n1 (configuration not stated) | -2% | 0% | 4% | 0 | 2 | -0.2% | -15% | -8% | -2%
CC1CCCCN1CCCNC(=O)Cn1ncc2c3ccccc3n(Cc3ccccc3)c2c1=O (configuration not stated) | 2% | -1% | -8% | 7 | 2 | 2.6% | -18% | 4% | -1%
CCOC(=O)N1CCC(NC(=O)c2ccc3c(c2)N(Cc2ccc(Cl)cc2)C(=O)c2ccccc2S3=O)CC1 (configuration not stated) | -28% | -2% | 9% | -1 | -5 | -2.8% | -23% | 3% | 2%
CCn1c(CNc2ccc(F)cc2)nnc1SCC(=O)OC1CCCCC1 | 4% | -2% | 0% | 2 | 2 | -0.5% | 9% | 0% | 3%
COc1ccc(NC(=O)c2ccc(C#N)cc2)cc1NS(=O)(=O)c1ccc(F)cc1 | 0% | -2% | 0% | -1 | -4 | -0.8% | -2% | 6% | -6%
COc1ccc(C(CNC(=O)c2cc(S(=O)(=O)Nc3cccc(C)c3)ccc2C)N2CCOCC2)cc1 (configuration not stated) | -6% | -2% | 15% | 1 | 0 | . | -23% | 0% | -6%
O=C(NCCc1nnc2ccc(NCc3ccc(Cl)cc3)nn12)c1ccccc1 | -1% | -2% | -5% | 0 | -7 | 3.0% | -14% | 7% | 11%
COc1ccc(C(=O)Nc2ccc(S(=O)(=O)Nc3nccc(C)n3)cc2)cc1OC | -3% | 3% | -2% | 0 | -1 | 5.2% | -14% | 4% | -4%
C[C@@H]1CN([C@H](C)CO)C(=O)Cc2cc(NC(=O)Nc3ccccc3)ccc2O[C@@H]1CN(C)Cc1ccc2c(c1)OCO2 | -6% | -8% | 0% | -6 | 4 | . | 9% | -1% | 2%[57.1 µM]
C(=N\Nc1nc2ccccc2s1)/c1ccc2c(c1)OCO2 | 2% | -6% | 5% | -28 | 0 | -2.1% | -7% | -12% | 8%[57.1 µM]
O=C(NCc1ccc(Cl)nc1)c1csc([C@@H]2O[C@H](CO)[C@H](O)[C@H](O)[C@H]2O)n1 | 0% | -2% | . | -2 | -14 | . | . | . | .
CC[C@@]12C(=O)N(c3ccc(C)cc3)C(=O)N1[C@H](c1ccc(OC)cc1)[C@@H]1C(=O)N(C(C)(C)C)C(=O)[C@@H]12 | -4% | 3% | 6% | 0 | 0 | -0.2% | -28% | -10% | 7%
Cc1ccc(/C=N/NC(=O)c2cccs2)o1 | 1% | -3% | 7% | -1 | -1 | 2.2% | -1% | 3% | -17%
C[C@H](NC(=O)C1CC(=O)N(c2ccc3c(c2)OCCO3)C1)C(=O)NC1CCCC1 (some centres not stated) | 2% | -5% | 0% | -2 | 0 | 2.1% | -27% | -9% | 3%
CC(C)Cc1nnc(NC(=O)CCC(=O)N2CCN(c3ccc([N+](=O)[O-])cc3)CC2)s1 | -1% | 3% | -4% | 2 | -3 | 0.7% | -25% | -1% | -3%
CCOC(=O)Cc1csc(SCC(=O)Nc2ccc(C)cc2F)n1 | 0% | -3% | 5% | -1 | 0 | -0.4% | -23% | 1% | -14%
O=C(NCCNc1ccc([N+](=O)[O-])cc1)c1ccccc1Cl | -6% | -3% | 11% | 0 | 3 | . | -25% | -6% | .
COc1ccccc1CNC(=O)c1cc2c(s1)CS(=O)(=O)C2 | -5% | -2% | 6% | -2 | -4 | 1.6% | -9% | 0% | 2%[57.1 µM]
O=C(COc1ccccc1)NCC(=O)N1CCCCCC1 | -8% | 0% | 1% | -2 | -5 | 0.4% | -13% | 0% | 6%
O=c1c(-c2ccc(Cl)cc2)c(C(F)(F)F)oc2c(CN3CCCCC3)c(O)ccc12 | 4% | -2% | 0% | 3 | -11 | 1.5% | -18% | 2% | -2%
C=CCNC(=S)Nc1sc2c(c1C(N)=O)CCCC2 | -6% | 10% | 5% | -10 | -1 | 11% | -3% | ? | -18%[57.1 µM]
CCn1cc(C(=O)NC(C)CCc2ccccc2)c(=O)c2cc(S(=O)(=O)N(C)C)ccc21 (configuration not stated) | -1% | -6% | 0% | 0 | 6 | 1.4% | -23% | -12% | 3%
COc1ccc(Cl)cc1NC(=O)Nc1ccccc1C(N)=O | 1% | 1% | -1% | 1 | -4 | -1.2% | -24% | 2% | 8%
COC(=O)CN1C(=S)N(c2ccc(Cl)cc2)C(=O)C1CC(=O)Nc1ccccc1 (configuration not stated) | -5% | -5% | 0% | 7 | 3 | 0.6% | -19% | -6% | -7%
CCc1ccc(C(O)c2ncc(-c3cccc(OC)c3)[nH]2)cc1 (configuration not stated) | -2% | 16% | . | -3 | -6 | . | . | . | .
Clc1ccc(OCc2noc(-c3ccsc3)n2)c(Cl)c1 | -9% | 1% | 4% | 1 | -1 | 0.2% | -20% | -11% | -1%
CC(NC(=O)OCc1ccccc1)C(=O)N1CC(O)CC1C(=O)O (configuration not stated) | -1% | -7% | 8% | -2 | 2 | -0.8% | -15% | 3% | -2%
CCc1ccc(OCCn2cccn2)cc1 | 1% | 4% | 6% | 3 | -6 | -1.1% | -10% | 0% | 3%[57.1 µM]
COC(=O)c1ccsc1-n1cc(C#N)c(=O)n(C)c1=O | 0% | -2% | -7% | -2 | -3 | 0.9% | -13% | 10% | 0%
COc1ccc(OC(C)C(=O)Nc2cccc(OC)c2)cc1 (configuration not stated) | 2% | -3% | 6% | -3 | 1 | 1.9% | -6% | 3% | 1%
COc1ccc(OC)c(S(=O)(=O)N2CCCC(C(=O)N3CCC(C(N)=O)CC3)C2)c1 (configuration not stated) | -2% | -1% | 0% | 4 | -14 | -0.8% | -4% | -2% | 0%
COc1ccc(/C=C(\C#N)c2nc3ccccc3c(=O)[nH]2)cc1OC | -1% | -2% | 1% | -3 | -4 | 0.5% | 0% | -6% | -1%
COC(=O)[C@@H]1C[C@@]2(O)[C@H](O)[C@H](O)[C@H](O)C[C@H]2N1Cc1ccc(C)s1 | -4% | -5% | 0% | 2 | 0 | 1.0% | -25% | 1% | 4%
CC(C)N1CCC(N2CCN(Cc3ccc(-c4ccc(Cl)cc4)o3)CC2CCO)CC1 (configuration not stated) | 1% | 0% | -12% | -4 | -4 | -1.1% | -14% | 14% | 0%
CCCCSc1nc2c(cnn2-c2ccccc2)c(=O)n1N | 0% | 2% | 13% | 0 | -1 | 2.8% | -13% | -8% | -4%
Cc1cccc2[nH]c3c(N4CCC5(CC4)OCCO5)ncnc3c12 | -18% | -5% | 14% | 7 | 8 | -0.8% | -23% | -2% | 118%[activator]

Screening data as filed in PubChem.
